# ASAP1 GAP inh: blocks human ASAP1-stimulated Arf1 GTP hydrolysis; GDP FP detection; inhibition, % at 16.5 µM; Q9ULH1; actives 0.19% (n = 360,000); AID 624377; in the data active = inhibition above about 25%;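 note: 0% = vehicle with enzyme and substrate and 100% = no enzyme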
# rCAG binder: molecules binding r(CAG) RNA repeats; actives 1.3% (n = 370,000); inhibition, % at 3 µM; r(CAG) RNA repeat, TO-PRO-1 dye displacement fluorescence; AID 651821;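 active = inhibition above the plate cutoff, the mean of all test compounds on that plate plus 3 SD, cut at about 35% in these data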;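 note: 0% = DMSO alone and 100% = 100 µM mitoxantrone as full dye displacement; higher means more dye released from RNA so lower well fluorescence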
# ARFGAP1 inh: inhibitors of rat ARFGAP1; Q62848; actives 0.26% (n = 360,000); inhibition, % at 16.5 µM; Arfgap1-stimulated ARF1 GTP hydrolysis, GDP FP detection; AID 651572;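 active = inhibition above a per-plate limit, mean inhibition of low control wells plus 3 SD, cut at about 25% in these data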;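 note: 0% = DMSO wells with enzyme and 100% = wells lacking Arfgap1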
#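 Material: truncated rat Arfgap1 GAP domain; Incubation: compound-enzyme preincubation 20 min, reaction 120 min, detection 60 min, 25 °C; Read-out: percent inhibition of Arfgap1-stimulated GTP hydrolysis; Technique: FP, GDP Alexa 633 tracer displaced from anti-GDP antibody, 620/688 nm; Controls: No-Arfgap1 wells (100%) versus DMSO full-reaction wells (0%); Replication: single well per compound.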
# KLK7 zymogen act: proKLK7 (human) activation, primary screen. purified proKLK7, EDANS-DABCYL substrate fluorescence; 100% is mature enzyme control, 0% vehicle. activation, % at 7 µM. actives 0.9% (n = 370,000);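 active = activation above the mean of all tested compounds plus 3 SD, computed per campaign excluding outliers beyond control limits, cut at about 13% in these data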
# GC-A act: GC-A (human) enzyme activation; activation, % at 10 µM; P16066; actives 0.14% (n = 370,000); AID 1671463; HEK293 GC-A cells, cGMP TR-FRET, EC30 ANP; 0% at EC30 ANP, 100% saturating ANP; in the data active = activation above about 40%
# Target sequence (P16066 whole entry, looked up): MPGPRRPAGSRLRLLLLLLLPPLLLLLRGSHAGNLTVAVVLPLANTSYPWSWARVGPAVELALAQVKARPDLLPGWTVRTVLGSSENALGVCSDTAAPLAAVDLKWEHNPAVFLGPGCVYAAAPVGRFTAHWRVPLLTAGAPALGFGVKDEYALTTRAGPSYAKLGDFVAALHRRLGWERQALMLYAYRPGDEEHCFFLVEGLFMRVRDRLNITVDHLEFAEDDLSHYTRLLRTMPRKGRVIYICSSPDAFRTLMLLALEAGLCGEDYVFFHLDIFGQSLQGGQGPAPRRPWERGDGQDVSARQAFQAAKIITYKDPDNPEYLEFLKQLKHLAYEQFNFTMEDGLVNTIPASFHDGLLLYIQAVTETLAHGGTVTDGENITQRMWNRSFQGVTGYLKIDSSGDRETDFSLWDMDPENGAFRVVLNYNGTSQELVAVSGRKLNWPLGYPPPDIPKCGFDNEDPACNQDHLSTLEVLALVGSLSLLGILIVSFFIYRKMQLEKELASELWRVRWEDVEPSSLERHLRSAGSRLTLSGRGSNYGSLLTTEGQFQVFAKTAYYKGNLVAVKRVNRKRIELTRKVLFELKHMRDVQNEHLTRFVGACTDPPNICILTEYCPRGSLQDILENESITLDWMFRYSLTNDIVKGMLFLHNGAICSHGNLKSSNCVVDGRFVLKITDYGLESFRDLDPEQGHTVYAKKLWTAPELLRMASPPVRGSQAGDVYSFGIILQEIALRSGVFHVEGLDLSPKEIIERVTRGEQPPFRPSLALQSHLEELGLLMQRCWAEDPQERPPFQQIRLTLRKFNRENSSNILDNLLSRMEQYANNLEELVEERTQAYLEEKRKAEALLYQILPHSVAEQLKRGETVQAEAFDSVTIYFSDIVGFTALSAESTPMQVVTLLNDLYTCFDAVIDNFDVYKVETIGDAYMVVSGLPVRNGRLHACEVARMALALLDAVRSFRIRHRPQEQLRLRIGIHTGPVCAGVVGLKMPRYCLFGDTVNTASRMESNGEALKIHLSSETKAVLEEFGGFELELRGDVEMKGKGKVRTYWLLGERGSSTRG
# DDE Tn6 FP inh: inhibitors of Tn6 peptide binding to human fibrin DD(E); P02675; Fibrin DD(E) TRITC-Tn6 fluorescence polarization displacement; inhibition, % at 8.3 µM; actives 0.21% (n = 370,000); AID 720509;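 active = inhibition above a per-campaign cutoff: mean of compounds within control limits plus 3 SD, cut at about 15% in these data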;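 note: 0% = median of all compound wells on the plate and 100% = blocking peptide control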
# GAA850 FXN act: activators of GAA850 frataxin (FXN) promoter; HEK293 lucGAA850 FXN promoter luciferase reporter, 24 h; percent of 10 µM SAHA response; activation, % at 6 µM; actives 0.56% (n = 360,000); AID 540364;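 active = activation above the average of all compounds screened plus 3 SD, cutoff fixed separately per campaign, cut at about 7.5% in these data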;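 note: 0% = DMSO wells and 100% = 10 µM SAHA wells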
# sPLA2-III inh: Blocks human group III sPLA2 activity. Q9NZ20. QFRET BODIPY PC-A2 liposome hydrolysis, fluorescence. inhibition, % at 12.2 µM. actives 0.56% (n = 370,000);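 active = inhibition above mean plus 3 SD of compounds lying within the high and low control bounds, cut at about 19% in these data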;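 note: 0% = median of test compound wells and 100% = no enzyme DMSO wells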
# ADAM10 inh: inhibits human ADAM10 | inhibition, % at 7 µM | O14672 | AID 720582 | actives 0.62% (n = 370,000) | recombinant ADAM10, EDANS/DABCYL FRET peptide cleavage, 3 h;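 active = inhibition above a per-campaign cutoff equal to the mean of compounds falling between control-based bounds plus 3 SD, cut at about 20% in these data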;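 note: 0% = DMSO wells while the 100% control is not disclosed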
# GC-B act: GC-B (human) receptor activation. activation, % at 10 µM. HEK293-GC-B cells, CNP EC30, cGMP TR-FRET; 0% at EC30 CNP, 100% saturating CNP. actives 0.11% (n = 370,000). P20594. AID 1920062;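 active = activation at 10 µM reaching about 35% in either raw or pattern-adjusted values, limit read from the data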
# * hit, by the source's call; i = inactive; · = not tested or not shown.
# Order of results: ASAP1 GAP inh, rCAG binder, ARFGAP1 inh, KLK7 zymogen act, GC-A act, DDE Tn6 FP inh, GAA850 FXN act, sPLA2-III inh, ADAM10 inh, GC-B act
CCOC(=O)c1cnc(SC2CC(=O)N(c3ccccc3)C2=O)nc1N (stereo not given)
→ 7.3, 0.5, -3.9, 0.0, -0.1, 6.5, 0.5, 1.8, 0.8, 1.7
CC(C)OCCCn1c(=N)c(S(=O)(=O)c2ccccc2)cc2c(=O)n3ccccc3nc21
→ 2.2, -2.6, -5.2, -1.2, 6.5, 6.6, -0.9, 6.8, -73.7, 8.1
Cn1c(SCC(=O)NC2CCCC2)nnc1-c1ccco1
→ 4.5, 3.3, -8.5, -0.2, -1.2, 9.2, 0.5, 0.7, -0.8, 0.7
O=C(/C=C/c1ccc(Cl)cc1)Nc1cc(S(=O)(=O)N2CCOCC2)ccc1N1CCOCC1
→ 0.1, 4.8, 4.8, 0.1, -1.5, 1.0, 1.3, -1.9, -13.3, -2.3
CN(C)CC(=O)Nc1ccc2cn[nH]c2c1
→ 3.8, 0.9, 8.0, -0.4, -1.0, -0.5, 4.1, 0.8, -0.6, -6.9
O=S(=O)(c1ccc(Cl)cc1)N1CCSC1c1ccco1 (stereo not given)
→ -2.7, 4.2, 6.2, -0.2, -1.1, -3.1, -2.7, -1.2, 9.3, -3.3
CC(=O)c1ccc(OCC(O)CN2CC(C)OC(C)C2)cc1 (stereo not given)
→ -0.7, -5.6, -7.5, -0.3, 1.0, 1.0, 1.5, -4.3, 8.6, 1.2
Nc1cccnc1Sc1cc(Cl)cc(Cl)c1
→ 6.6, -3.2, -0.2, 0.9, 2.8, 1.5, 0.9, -1.6, -17.1, 7.6
CCOc1ccccc1N(CC(=O)NC1CCCCC1)C(=O)CNC(=O)c1ccco1
→ 5.4, -6.7, -0.8, 0.4, -0.9, 2.6, -1.1, 4.0, -1.1, -0.4
COc1ccc(CNS(=O)(=O)CCNCCc2ccccc2)cc1
→ -3.2, -1.2, -3.3, 0.1, -1.1, 9.0, 3.5, -5.9, -4.8, -1.7
Cc1ccc(C)c(NC(=O)Cn2nc(-c3ccccc3)nc2-c2ccccc2)c1
→ 4.9, 5.5, 9.2, -0.5, 1.9, -2.8, -2.8, 0.8, 6.1, -1.5
CC(C)Oc1ccc(Br)cc1/C=N\NC(N)=S
→ 1.3, -1.0, 2.4, -0.6, -37.6, -3.7, 2.4, 8.0, -4.2, -15.1
CC(C)N(Cc1cc2ccccc2[nH]c1=O)C(=O)c1ccco1
→ -10.7, -2.4, 2.2, 0.6, -1.8, 1.7, -3.9, -0.6, -12.5, 1.3
CCOC(=O)c1ccc(NC(=S)N(CCCN2CCCC2)Cc2ccco2)cc1
→ 8.7, -6.6, -4.7, 0.1, -8.8, -1.3, 3.0, -8.4, -1.3, 0.2
CC(C)(C)n1nnnc1C(c1cccs1)N(Cc1cccnc1)Cc1ccccc1Cl (stereo not given)
→ 10.7, -3.8, -2.8, -0.1, -32.1, -1.3, 0.2, 5.5, 2.5, -15.9
CCOC(=O)c1c(O)c2ccccc2n(C)c1=O
→ -4.6, -2.0, 9.3, -0.6, 2.6, -0.9, 1.1, 5.9, -17.0, 0.4
CCCCOC(=O)CCc1n[nH]c(=O)[nH]c1=O
→ -0.6, -2.9, 2.7, -0.6, 1.1, 6.1, -0.2, 7.3, 1.9, 0.9
COc1ccc(NS(=O)(=O)c2cc(NC(=O)CCNC(C)=O)ccc2N2CCOCC2)cc1
→ -3.6, 3.7, 6.7, 0.5, 1.1, -2.8, 2.2, 11.7, -4.1, 0.8
Nc1c(-c2ccccc2)c(CN2CCOCC2)nn1-c1cccc([N+](=O)[O-])c1
→ -15.9, -1.4, 4.0, 0.4, -2.8, 0.3, 1.7, 0.2, -7.5, 4.5
O=C(Cn1nnc2ccccc21)Nc1ccccc1[N+](=O)[O-]
→ 22.4, -3.0, 5.5, 0.0, 0.4, -2.7, 0.0, 4.3, 1.7, 8.1
Cc1nc2scc(-c3ccc(Cl)cc3)c2c(=O)n1N
→ -1.3, -3.6, -2.1, 0.3, 0.5, 1.6, -0.3, 0.8, -10.5, -6.5
O=C(NCCCc1ccccc1)[C@H](Cc1ccccc1)NC1(C(=O)NCCc2c[nH]c3ccccc23)CCC1
→ ·, ·, ·, ·, -8.3, 0.4, ·, -86.7, 10.8, -5.6
CC1CCCN(CCC(=O)c2ccc(Br)cc2)C1 (stereo not given)
→ 2.9, 1.4, 6.2, -0.4, 30.3, 3.7, -0.3, 4.4, -4.6, -14.3
CC1(C)CSC(=NCc2ccccc2)N1C(=O)c1cccc([N+](=O)[O-])c1
→ 4.8, -2.2, -0.3, -0.3, -8.8, -1.4, 1.8, 3.1, 0.5, -2.0
Cc1cc(C)c(OCC(=O)Nc2nnc(C3CC3)s2)c(C)c1
→ 11.0, -6.0, -7.2, 0.3, 0.1, -1.5, -1.8, -3.9, -4.0, -1.7
CC(C)C1C(=O)N(Cc2cn(CC3CCCCC3)nn2)CCS(=O)(=O)N1Cc1ccc(-c2ccc(F)cc2)cc1 (stereo not given)
→ 10.7, 10.7, -5.3, -0.2, -6.1, -0.3, -2.0, -19.4, 15.9, 2.0
COCCCNC(=O)CC(NS(=O)(=O)c1ccc(OC)cc1)c1ccc(OC)cc1 (stereo not given)
→ 0.9, -3.4, 16.0, 0.1, 3.4, 5.5, -0.9, 8.3, -4.6, 3.7
Cc1cccc(-n2c(N)cc(=O)nc2SCC(=O)Nc2cc(C)on2)c1
→ -11.7, -2.8, 1.7, -0.6, 4.7, 7.0, 1.6, -5.6, 3.2, 2.0
C=CCOc1ccccc1C1C2=C(CC(C)(C)CC2=O)Nc2c1c(=O)n(C)c(=O)n2C (stereo not given)
→ 1.8, 1.1, 4.8, 6.5, -2.8, -4.8, 1.9, -1.2, -450.7, 3.1
CC(=O)Nc1ccc(NC(=O)CSc2nnc(C)c(=O)n2N)cc1
→ 3.6, 0.2, 0.5, 0.8, 1.2, 1.5, 0.0, 2.5, -2.7, 1.9
COCc1cn(CC(C)n2c(=O)c3ccccc3n2Cc2cc(C(C)C)no2)nn1 (stereo not given)
→ -8.0, 1.0, 2.2, 2.0, -0.7, 5.3, ·, -4.6, -219.8, -9.7
Cc1sc2nc(N3CCOCC3)[nH]c(=O)c2c1-c1ccccc1
→ 2.0, 0.3, 11.4, -0.1, -0.8, -5.2, 2.0, 12.1, -3.9, -2.0
Cc1cc(O)c(N=Nc2ccc(C(=O)O)cc2)cc1C
→ -8.6, 2.5, -5.9, 0.6, 14.5, 5.6, 4.6, -0.2, 7.2, -2.8
O=C(COc1coc(CN2CCc3ccccc32)cc1=O)Nc1ccccc1
→ -10.8, 1.3, -21.7, -0.2, 0.3, 4.3, 0.4, -9.5, 4.8, -0.4
Cc1ccccc1CNC(=O)c1ccc(Cl)c([N+](=O)[O-])c1
→ 9.1, -1.4, -7.3, 0.0, 0.7, 6.4, 2.4, 11.2, -0.5, -2.5
CC1(C(=O)NS(=O)(=O)c2ccc(Cl)cc2)CCN1C(=O)c1ccc(C2CCCCC2)cc1 (stereo not given)
→ 5.1, 25.0, -12.5, 0.7, -4.8, 2.1, -0.8, -13.1, 14.0, -10.4
Cc1ccc(C(=O)NCC(=O)OC(C)C(=O)Nc2ccc(N(C)C)cc2)cc1C (stereo not given)
→ -2.9, -4.1, -11.0, 0.6, 0.7, 0.8, 0.7, 8.2, -1.9, 0.4
C=CC[C@@H](CC(=O)N[C@H](CO)Cc1ccccc1)C(=O)N[C@@H](C)COC(=O)[C@@H](CC=C)CC(=O)OC(C)(C)C
→ 6.8, -12.7, -10.2, -0.1, -1.5, -5.5, -4.4, -4.1, -0.4, -0.1
COC(CNC(=O)C(=O)NCC1CCCN1S(=O)(=O)c1cccs1)OC (stereo not given)
→ -2.0, 6.6, -6.7, -0.3, 3.8, -4.5, 0.8, -8.0, 5.5, -4.4
O=C(/C=C/c1ccco1)N1CCN(S(=O)(=O)c2cccc([N+](=O)[O-])c2)CC1
→ -2.4, 5.5, -17.7, -0.1, -0.1, -4.0, 1.5, -1.6, -5.7, -5.1
CCCn1nc(C(=O)NNC(=O)c2cccc(S(=O)(=O)NC(C)C)c2)c2ccccc2c1=O
→ -8.0, 2.9, -7.2, -0.3, -1.3, -1.3, -0.2, -4.3, -3.1, 2.2
COc1ccc(NS(=O)(=O)c2ccc(OC)c(N(C)S(=O)(=O)c3ccc(Cl)cc3)c2)cc1
→ 9.9, 7.6, 16.3, 0.1, -8.8, 0.1, -1.8, -31.7, 10.0, -8.0
COc1ccc(NC(=O)COC(=O)CNS(=O)(=O)c2ccc(F)c(F)c2F)cc1OC
→ 6.8, 1.2, 8.8, -0.2, -3.7, -0.4, 0.7, 13.2, -0.1, -4.2
CCC1CCCCN1CCCNC(=O)C1CCN(S(=O)(=O)N2CCC3(CC2)OCCO3)CC1 (stereo not given)
→ 3.4, -2.1, 5.1, 0.0, 2.2, 1.4, 2.2, 6.3, -7.5, -0.6
COCCN(C(=O)CCC(=O)Nc1cc(C)on1)C(C(=O)NC1CCCC1)c1ccc(C(C)C)cc1 (stereo not given)
→ 3.6, -7.8, 0.1, 0.4, 1.8, 1.9, -0.9, -3.4, 2.8, 1.0
N#Cc1cc2c(=O)n3ccccc3nc2n(Cc2ccco2)c1=NC(=O)c1ccco1
→ 0.6, 23.4, 12.5, 0.3, 0.2, -4.8, 1.0, -0.8, i, -5.5
CCc1nc2ccccc2c(C(=O)OCC(=O)N(CC(C)C)c2c(N)n(Cc3ccccc3)c(=O)[nH]c2=O)c1C
→ -3.5, 5.9, -1.2, 0.5, 0.2, 0.2, -5.5, -2.6, -3.2, -0.6
CCc1c(C)sc(NC(=S)N2CCN(CC)CC2)c1C(=O)OC
→ 7.9, -5.1, -5.0, 0.9, -4.5, -2.0, 1.7, -0.1, -2.2, -4.7
COc1ccc(CCNC(=O)C(F)(F)F)cc1S(N)(=O)=O
→ -2.8, 2.3, -11.5, 0.2, -6.2, -0.7, ·, 7.6, 0.8, -4.3
Cc1ccnc(NC(=O)CCC(=O)N(CC(=O)NCc2ccccc2)Cc2ccccc2)c1
→ 7.8, -6.0, -3.9, 0.5, -0.6, -0.3, -1.3, -4.0, 2.5, -4.0
COc1ccc(-n2c(SCC(=O)Nc3ccc(C(=O)O)cc3)nnc2-c2ccccc2)cc1OC
→ 1.6, 1.3, -10.2, 0.3, 3.6, -1.6, 1.0, 10.2, -2.0, 0.2
COc1ccc(S(=O)(=O)N2CCCCC2)cc1NC(=O)CNc1ccc(F)cc1C
→ 13.8, 3.5, 10.2, -0.5, -0.8, -1.3, -1.4, -0.4, -3.8, -3.9
COc1ccc(S(=O)(=O)Nc2cccc3c2O[C@H](CN(C)Cc2ccccc2)[C@@H](C)CN([C@H](C)CO)C3=O)cc1
→ -10.1, -5.9, 4.3, 0.4, 2.7, 0.5, -0.3, -10.4, 4.2, 0.2
COc1ccc2c(-c3ccc(SC)cc3)c(-c3ccc(S(C)(=O)=O)cc3)sc2c1
→ -8.0, 4.6, -9.6, -9.2, 1.6, 0.6, -1.2, 4.7, -155.3, 7.2
COc1ccc(C(=O)N/C(=C\c2cn(S(=O)(=O)N(C)C)c3ccccc23)C(=O)N2CCN(C)CC2)cc1
→ 12.0, -4.6, -5.1, 0.1, 0.7, 0.9, 0.0, -5.9, -4.2, 0.5
